TROY signal inh = inhibitors of TROY-driven NF-kB signaling, primary screen, Q293 LMP1-TROYcd cells, NF-kB luciferase, uHTS; Q293 LMP1-TROYcd NF-kB luciferase reporter, 4 h; inhibition, % at 10 µM; 360,000 tested, 0.98% active; AID 1347056, 2019;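 active means compounds whose plate-normalised and pattern-corrected inhibition of the luciferase reporter signal at the single screening dose is 50% or more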
KKLEB tox = cytotoxicity in KKLEB CF airway cells, primary screen, cytotoxicity control for CF NF-kB inhibitor project, cell-based, uHTS, fluorescence assay plates; activity change (cytotoxicity), % at 5 µM; KKLEB CF airway cells viability, ATPlite luminescence, overnight; stronger effect = lower value; cells stimulated with P. aeruginosa culture filtrate; 360,000 tested, 0.36% active; AID 602141, 2011;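 active means corrected activity change at or below -50% at 5 µM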
CF NFkB block = inhibitors of PAF-induced NF-kB signaling, primary screen, cell-based, GFP fluorescence, uHTS; 360,000 tested, 0.86% active; KKLEB NF-kB-GFP reporter, GFP fluorescence overnight; inhibition, % at 5 µM;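 active means at least 50% inhibition at 5 µM, scaled per plate between neutral and stimulator controls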;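 further: PAF is a Pseudomonas aeruginosa culture filtrate used as stimulus; plate controls were PAF-stimulated DMSO wells for no effect and unstimulated DMSO wells for full effect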
HIF-2a block = HIF-2a reporter inhibitors, primary screen, luminescence, 786-0 RCC cells | 786-0 RCC cells HIF-2a reporter, luciferase luminescence, overnight | inhibition, % at 18.8 µM | 360,000 tested, 0.72% active | AID 624352, 2012;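 active means inhibition of the luminescence signal of 40% or more relative to plate controls, in a single-dose primary screen at 18.75 µM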
C8 TRAIL sens = viability loss with TRAIL in NB7+C8 cells, primary screen, TRAIL sensitizer project, cell-based, ATPlite luminescence; inhibition (viability loss, TRAIL sensitization), % at 10 µM; 360,000 tested, 1% active;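 active means compounds causing at least 50% loss of cell viability in the single-dose screen, relative to plate controls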
Peg3 promoter = Peg3 promoter-driven luciferase inhibitors, primary screen, cell-based, HeLa, luciferase luminescence | HeLa PEG-Prom luciferase reporter, overnight | inhibition, % at 20 µM | 360,000 tested, 1.7% active | AID 588405, 2011;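 active means inhibition of at least 50% at 20 µM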
TWEAK-Fn14 inh = inhibitors of TWEAK-Fn14 signaling, primary screen, luciferase reporter cells, uHTS. inhibition, % at 10 µM. 360,000 tested, 2% active. TWEAK-stimulated Fn14 reporter cells, luciferase luminescence, 8 h. AID 1159606, 2016; in the data active means inhibition above about 50%
NR2E3 ag-1 = inhibitors of NR2E3-RetCOR corepressor binding, primary screen, NR2E3 agonist project, biochemical, TR-FRET, GST-NR2E3, biotin-RetCOR; 1536-well; Photoreceptor-specific nuclear receptor (Homo sapiens), Q9Y5X4; AID 2300, 2010; 320,000 tested, 0.12% active; inhibition of corepressor binding, % at 4.78 µM;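 active means percent inhibition above the cutoff of mean plus 3 SD of all tested compounds, set per screening campaign, cut at about 20% in these data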;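 further: 0% = DMSO wells and 100% = biotin wells as full block of FRET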
Target sequence (Q9Y5X4 whole entry, looked up): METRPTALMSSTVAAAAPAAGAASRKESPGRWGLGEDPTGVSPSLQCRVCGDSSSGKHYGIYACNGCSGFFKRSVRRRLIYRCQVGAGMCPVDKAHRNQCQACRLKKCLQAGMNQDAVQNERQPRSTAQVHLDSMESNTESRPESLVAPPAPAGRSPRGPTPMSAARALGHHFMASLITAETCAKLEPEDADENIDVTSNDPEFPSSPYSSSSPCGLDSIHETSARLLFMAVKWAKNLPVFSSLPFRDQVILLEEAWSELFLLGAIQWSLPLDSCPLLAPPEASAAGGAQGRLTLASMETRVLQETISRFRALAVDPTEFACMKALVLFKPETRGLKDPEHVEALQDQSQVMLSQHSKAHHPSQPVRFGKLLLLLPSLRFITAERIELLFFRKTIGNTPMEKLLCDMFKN
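System: GST-tagged NR2E3 plus biotinylated RetCOR corepressor; Buffer or medium: pH 7.5 Tris-based buffer; Probe or stimulus: RetCOR corepressor, biotinylated, 7 nM; Doses: compound at 4.8 µM, single dose; Schedule: 5 h incubation at 4 °C; Technique: time-resolved FRET; Evaluation: percent inhibition of TR-FRET ratio; Replication: one well per compound, singlicate testing.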
NR2E3 ag-2 = NR2E3 agonists in two-hybrid cells, primary screen, cell-based, luminescence, CHO-S, Gal4-NCOR/VP16-NR2E3; inhibition of corepressor binding, % at 3.98 µM; Photoreceptor-specific nuclear receptor (Homo sapiens), Q9Y5X4; 360,000 tested, 0.35% active; AID 602229, 2012; luciferase;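 active means inhibition above the mean of all tested compounds plus 3 SD, cut at about 70% in these data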;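 further: 0% = DMSO with NR2E3 transfected cells and 100% = cells lacking NR2E3 construct; higher means lower luciferase signal from less NR2E3 corepressor binding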
Shn3 inh set2 = reduction of Shn3 3'UTR firefly luciferase signal, primary screen, Schnurri-3 inhibitor project, cell-based, Clone20 osteoblasts, set 2; inhibition, % at 12.5 µM; 360,000 tested, 0.52% active; Clone20 osteoblast Shn3 3'UTR firefly luciferase, 24 h;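 active means mean inhibition of at least 75% with every replicate also reaching 75%; inconclusive means mean inhibition at least 75% but some replicate below; inactive means mean inhibition below 75%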;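 further: 0% = median of neutral control wells and 100% = pilot-screen positive control compound; some compounds past the cut are filed as inactive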
MITF TRPM1 inh = inhibitors of MITF-dependent TRPM1 promoter reporter, primary screen, cell-based, SK-MEL-5, single point, luciferase; SK-MEL-5 TRPM1 promoter luciferase, 24 h; AID 488899, 2010; inhibition, % at 12.5 µM; 330,000 tested, 0.83% active;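 active means mean inhibition across replicates of 60% or more, whatever share of single replicates reaches that level; inconclusive means some that reach 60%, reason not given; inactive means mean inhibition across replicates below 60%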; further: values of inactives mirror those of a sister screen read the other way
* hit, by the source's call; ? = inconclusive; . = no result given.

SMILES | TROY signal inh | KKLEB tox | CF NFkB block | HIF-2a block | C8 TRAIL sens | Peg3 promoter | TWEAK-Fn14 inh | NR2E3 ag-1 | NR2E3 ag-2 | Shn3 inh set2 | MITF TRPM1 inh
Cc1ccc(C2C(=O)N(C3CCCC3)CC(=O)N2CC2COc3ccccc3O2)cc1 (stereo not given) | 5 | -2 | -3 | 14 | 5 | 4 | 10 | 5 | 14 | 2 | 1
CCN(CC)c1nc(C(F)(F)F)nc2c1nnn2Cc1ccccc1 | 7 | 7 | 8 | 18 | -6 | 11 | -12 | 2 | -15 | 15 | 3
Cc1cccc(OCc2nnc(SCC(=O)c3ccccc3)o2)c1 | -1 | 0 | -2 | -35 | -14 | -21 | 0 | 4 | -33 | 6 | 2
CN1CCN(S(=O)(=O)c2ccc(N)cc2)CC1 | 6 | -3 | -1 | 4 | -7 | 12 | -2 | 4 | 4 | 3 | -5
COc1ccc(C)cc1NC(=O)CN1C(=O)COc2ccc(S(=O)(=O)N3CCC(C)CC3)cc21 | -22 | -2 | -20 | 13 | 0 | -5 | 8 | -6 | -17 | 22 | 4
COc1cccc(-c2nn3c(-c4ccco4)nnc3s2)c1 | -35 | -8 | -21 | -189 | 2 | -126 | -5 | 1 | -11 | -17 | -34
COC(=O)CN(c1ccc2c(c1)OCO2)S(=O)(=O)c1c(C)[nH]c(=O)[nH]c1=O | 3 | 22 | -15 | 9 | -5 | 7 | -5 | -2 | . | -5 | 5
COc1ccc(N2C(=O)CC(NCc3ccncc3)C2=O)cc1 (stereo not given) | -13 | -1 | -5 | 8 | 0 | 3 | 12 | 3 | -1 | 5 | 3
O=C(O)C1CCCN(S(=O)(=O)c2ccc(F)cc2)C1 (stereo not given) | 4 | -4 | 2 | 2 | 5 | 1 | -14 | 3 | -2 | -9 | 1
CCS(=O)(=O)c1ccc(S(=O)(=O)CC)s1 | 6 | 9 | -10 | 8 | -11 | 5 | -10 | 2 | -5 | -13 | 8
Cn1ncc(Br)c1C(=O)N/N=C/c1cccc(OC2CSC2)c1 | -2 | -12 | 2 | 16 | -4 | 4 | 8 | -4 | -14 | -16 | 3
CCCCN1CC(COCc2ccccc2)Oc2cccc(Oc3ccc(C(C)C)cc3)c2S1(=O)=O (stereo not given) | 15 | 10 | -7 | 15 | 2 | -3 | 7 | . | 0 | ? | 8
CCOC(=O)c1c(NC(=O)C(C)Sc2cccc[n+]2[O-])sc2c1CCN(Cc1ccccc1)C2 (stereo not given) | -22 | -5 | -7 | 18 | 9 | 19 | 40 | -1 | -17 | 20 | 18
O=[N+]([O-])c1cc(C(F)(F)F)cc([N+](=O)[O-])c1NCCCN1CCOCC1 | -5 | 1 | -5 | -3 | -3 | 4 | 4 | 2 | -8 | 19 | 4
NC(=O)c1cccc(-c2cccc(OC(=O)NC3CCCCC3)c2)c1 | -4 | -8 | 0 | -20 | 6 | -4 | 8 | -5 | 1 | -7 | -3
CCOC(=O)c1oc2cc(O)ccc2c(=O)c1-c1csc(C)n1 | 5 | 2 | 1 | 5 | 1 | 4 | 4 | 1 | -24 | 15 | -4
O=C(CSc1nnc(CNC(=O)c2ccccc2F)o1)Nc1ccc2c(c1)OCO2 | -2 | 6 | -3 | 17 | -1 | 0 | -15 | 0 | -53 | 9 | 2
Cc1onc(-c2c(F)cccc2Cl)c1C(=O)N1CCOC12CCCCC2 | -2 | 7 | 17 | 18 | -5 | 10 | 3 | 2 | -34 | 8 | -5
CCOc1ccc(CCN2C(=O)C(=O)N([C@@H](CC(C)C)CN3CCC[C@@H]3CN3C(=O)C(=O)NC[C@@H]3Cc3ccccc3)C[C@@H]2Cc2ccc(O)cc2)cc1 | 2 | 2 | 15 | 5 | 5 | 12 | -9 | . | 2 | 11 | 5
COc1cccc(OC)c1C(=O)N1CCN(Cc2c[nH]c3ccccc23)CC1 | -6 | -14 | 16 | 22 | 9 | 12 | -10 | . | 5 | 7 | .
CCC(C)NC(=O)Cn1cc(S(=O)(=O)N2CCCC2)c(S(=O)(=O)N2CCCC2)c1 (stereo not given) | -15 | 0 | -11 | 3 | -11 | -8 | -5 | -1 | -23 | -21 | 0
O=C(CSc1cn(CC(=O)N2CCCCCC2)c2ccccc12)NCC1CCCO1 (stereo not given) | 10 | -2 | 0 | 15 | 6 | 14 | -6 | -4 | -15 | 5 | 7
COc1ccc(Cc2nnc(SCC(=O)c3c(N)n(C4CC4)c(=O)[nH]c3=O)o2)cc1 | -14 | -7 | 12 | 9 | 5 | -2 | -5 | 2 | -21 | 2 | -2
O=C(NCC1CCCN1S(=O)(=O)c1cccs1)C(=O)Nc1ccccc1Cl (stereo not given) | -14 | 12 | -10 | -103 | 11 | -67 | -16 | 1 | -11 | -10 | -32
COc1c(C)cc(C(O)c2ncc(-c3ccccc3F)[nH]2)cc1C (stereo not given) | 16 | -7 | 17 | 3 | -21 | 10 | 18 | . | -39 | -5 | .
O=C(Nc1cccc([N+](=O)[O-])c1)N1CCCc2ccccc21 | 36 | -8 | 3 | -12 | -14 | 0 | 48 | . | -27 | -13 | 6
CCC(CC)NC(=O)c1oc2ccccc2c1COc1ccccc1 | -23 | -5 | 2 | 1 | 7 | 29 | 3 | 8 | -7 | -1 | 3
CCOc1cc(C(=O)Nc2ccc(S(=O)(=O)N3CCOCC3)cc2)cc(OCC)c1OCC | -9 | -8 | -7 | 12 | -10 | 9 | -12 | 2 | -13 | 22 | -7
Cc1ccc(Cl)cc1N(C)C(=O)Cn1ncc2c([nH]c3ccccc32)c1=O | 23 | 25 | 2 | 19 | 0 | 21 | 25 | 5 | 14 | -5 | 22
CCOC(=O)CNc1nc(Oc2ccc(=O)n(C)n2)nc(N(CC)CC)n1 | 9 | -10 | -23 | 6 | 2 | 9 | -17 | 5 | -26 | 40 | -7
C[C@H](NC(=O)c1ccccc1)C(=O)N1CCC2(CC1)NCCc1[nH]cnc12 | 4 | 8 | -1 | 6 | -2 | 5 | -3 | -1 | 3 | -13 | 5
Cc1cc(C(=O)N/N=C2\CC(=O)CC(C)(C)C2)n[nH]1 | -8 | 3 | -4 | 10 | -3 | 6 | -7 | 2 | 1 | -1 | 6
O=C(CCN1CCC(c2ccccc2)C1)c1cccs1 (stereo not given) | -2 | -21 | 18 | -3 | -20 | 8 | -10 | -1 | -28 | 3 | 1
CCN(CC)C(c1ccc(C)cc1)c1nnnn1C1CCCCC1 (stereo not given) | -12 | 1 | -7 | 11 | -7 | 24 | -16 | -1 | 15 | 17 | 2
CN(C)S(=O)(=O)c1cccc(NC(=O)c2ccc(COc3ccccc3)cc2)c1 | 58* | -24 | 4 | -37 | 38 | 14 | 90* | 2 | -29 | 81 | 3
c1ccc([C@H]2CN3C(=N2)Sc2ccccc23)cc1 | -6 | 6 | -19 | -137 | 32 | -246 | 29 | -2 | -109 | -60 | -45

Three compounds out of the list above, sorted by their value in HIF-2a block, falling:
Structure | HIF-2a block
CCOC(=O)CNc1nc(Oc2ccc(=O)n(C)n2)nc(N(CC)CC)n1 | 6
CCC(CC)NC(=O)c1oc2ccccc2c1COc1ccccc1 | 1
O=C(Nc1cccc([N+](=O)[O-])c1)N1CCCc2ccccc21 | -12

Remaining list, next part:
SMILES | TROY signal inh | KKLEB tox | CF NFkB block | HIF-2a block | C8 TRAIL sens | Peg3 promoter | TWEAK-Fn14 inh | NR2E3 ag-1 | NR2E3 ag-2 | Shn3 inh set2 | MITF TRPM1 inh
Cc1sc2nc(CC(N)=O)[nH]c(=O)c2c1-c1ccccc1 | -8 | 9 | -3 | 13 | 3 | 5 | 1 | 0 | 6 | -10 | -6
Cc1ccc(S(=O)(=O)N/N=C\c2cn(-c3ccccc3)nc2-c2ccccc2)cc1 | -30 | 19 | -6 | -93 | -22 | -95 | 17 | -1 | -22 | -15 | -25
CCOc1ccccc1CN1CCN(S(C)(=O)=O)CC1 | 7 | -4 | 18 | 8 | 10 | -3 | -12 | 2 | -21 | 8 | -10
O=C(Nc1ncccn1)c1cc([N+](=O)[O-])cc([N+](=O)[O-])c1 | -4 | -12 | 26 | 16 | 2 | 7 | -9 | 6 | -25 | 13 | -3
Nc1nc(OCC(F)(F)F)cc(Oc2ccccc2F)n1 | -30 | 5 | -10 | -107 | -12 | -74 | -16 | -4 | -60 | -16 | -21
COc1ccc(OC)c(C2=NOC(C(=O)NCc3ccco3)C2)c1 (stereo not given) | 6 | 3 | 1 | 17 | 22 | 2 | 7 | 4 | -31 | 4 | 11
COc1ccc(NC(=S)NC(=O)c2csnn2)cc1 | -24 | 3 | -1 | -28 | -1 | 4 | -17 | -3 | -51 | 0 | -12
COc1ccc(NC(=O)N(Cc2ccc(C)cc2)Cc2cccnc2)c(OC)c1 | -20 | -2 | -38 | 8 | 3 | 5 | -1 | 3 | -42 | -14 | -10
O=C(COC(=O)c1cccc(S(=O)(=O)N2CCOCC2)c1)NCc1ccc2c(c1)OCO2 | 0 | 2 | 4 | 7 | -18 | 4 | -19 | . | -24 | -23 | -7
CCCc1cc(Nc2c(C)n(C)n(-c3ccccc3)c2=O)n2c(nc3ccccc32)c1C#N | -2 | -2 | 2 | 34 | -16 | 3 | 30 | 1 | -7 | -4 | 13
COc1ccc(Cl)cc1-c1nc(SCC(=O)NC(C)C(C)C)n[nH]1 (stereo not given) | -6 | -22 | -5 | 20 | -3 | -6 | 3 | -2 | -10 | -41 | 3
O=C(CSc1nnnn1-c1cccc2ccccc12)N1CCOCC1 | -3 | -4 | 0 | 7 | -12 | -1 | 1 | 0 | -4 | 10 | 5
NC(=O)CSC1=N/C(=C\c2ccco2)C(=O)N1c1ccc(OC(F)F)cc1 | -5 | 5 | 3 | 10 | -5 | 5 | 5 | 4 | 9 | -9 | 16
Cc1oc(-c2ccccc2Cl)nc1CS(=O)(=O)CC(=O)NCCc1ccccc1 | 2 | -4 | 10 | 3 | -3 | 16 | -10 | -2 | -6 | -18 | .
Cc1ccc2c(c1)cc(CN(Cc1ccco1)C(=O)N1CCOCC1)c1nnnn12 | -27 | -19 | 12 | -3 | -3 | 13 | -18 | 2 | 3 | -26 | -7

Bioassay records as filed in PubChem BioAssay.

Not all compounds are listed, so the mix of outcomes need not match the whole.
